Compound activity as filed in PubChem.
Nrf2 inh – Nrf2 pathway inhibition; 2.1% of 360,000 active; Potency, µM (top dose mostly 46 µM), for inactives: at the highest dose activity change, negative = inhibition, most hits filed as inhibitors; A549 ARE-Fluc reporter, luciferase luminescence, 18-24 h; also: potency is read from the fitted curve at half-maximal effect; % is scaled to controls: 0 for no effect and ±100 for the full control effect; nearly all actives have a fitted effect of over 60% in size
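Nrf2 function is reported as luminescence of an ARE-controlled luciferase in A549 cells. Compounds were tested at several concentrations, and a CellTiter-Fluor read on the same wells flagged cytotoxicity.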
IL2 activator – activators of IL-2. IL-2 activation reporter assay, cell-based qHTS; stimulated with anti-CD3/CD4/CD28 beads; in transgenic mouse T cells. activation, % (series mostly up to about 46 µM). 0.065% of 360,000 active. AID 652025; in the data active = activation above about 50%; inconclusive = mostly about 30% to 49%; also: 0% is about no effect
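Screening format: compound pinned onto unstimulated transgenic mouse T cells, 60 min incubation, then anti-CD3/anti-CD4/anti-CD28 bead stimulation for 18 hours at 37 degrees C, followed by EGFP and DsRed detection.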
S2 tox – reduces viability in counter-screen for ATXN expression inhibitors; 0.49% of 400,000 active; S2 cells (HEK-293 line with an ATXN2-luciferase reporter) viability, CellTiter-Fluor protease fluorescence, 24 h; Potency, µM (titrated, usually from 56.7 µM), actives largely listed as cytotoxic; AID 651635; also: potency is read from the fitted curve at half-maximal effect; nearly all actives have a fitted effect of over 40% in size
A549 tox – counter-screen for Nrf2 inhibitors: cytotoxicity in A549 cells; A549 ARE-Fluc cells, CellTiter-Fluor viability, 18-24 h; Potency, µM (highest dose often 46 µM), for the others: at the top dose activity change, negative = cytotoxicity, most hits filed as inhibitors; 0.16% of 390,000 active; also: potency is read from the fitted curve at half-maximal effect; % is scaled to controls: 0 for no effect and ±100 for the full control effect
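Cytotoxicity counterscreen: CellTiter-Fluor fluorescence was measured in A549 ARE_Fluc cells after 18-24 h of compound exposure in a concentration series. The subsequent BugLite luminescent read reports ARE-luciferase activity.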
ATXN2 expr inh – reduces ATXN2 reporter expression in HEK-293 cells; HEK-293 ATXN2-luciferase reporter, luminescence, 24 h; Potency, µM (top dose mostly 57 µM), inactives show top-dose activity change, negative = inhibition, most hits filed as inhibitors; AID 1745845; 0.72% of 360,000 active; also: potency is read from the fitted curve at half-maximal effect; % is scaled to controls: 0 for no effect and ±100 for the full control effect; nearly all actives have a fitted effect of over 55% in size
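ATXN2-luciferase reporter cells (luciferase flanked by upstream and downstream ATXN2 gene portions) were treated 24 h at 37 °C with compounds at up to 57 uM. SteadyGlo luminescence gave expression; GF-AFC fluorescence gave viability.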
TGFb inhibitor – TGF-b pathway inhibition; HepG2 CAGA-GFP TGF-b/SMAD3 reporter, GFP fluorescence, 18 h; TGF-beta stimulated, 500 pg/mL final; 1.2% of 410,000 active; Potency, µM (series often up to 46.1 µM), for the others: at the highest dose activity, negative = inhibition, usual class: inhibitors; also: potency is read from the fitted curve at half-maximal effect; % is scaled to controls: 0 for no effect and ±100 for the full control effect; nearly all actives have a fitted effect of over 65% in size
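Per well, imaged GFP fluorescence of HEPG2 CAGA-GFP cells gives the signal; cells get compound, then TGF-beta (500 pg/mL final), 18 h at 37 degrees C; %Activity versus -TGF-beta and +DMSO controls.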
Nrf2 activator – activators of Nrf2 (ARE) signaling; AREc32 ARE-luciferase reporter (MCF7-derived line), luminescence, 24 h; 0.31% of 410,000 active; Potency, µM (top dose mostly 46.1 µM), for inactives: top-dose activation, actives largely listed as activators; also: potency is read from the fitted curve at half-maximal effect; % of control where 0% means no effect; nearly all actives have a fitted effect of over 65% in size
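Steps: seed AREc32_Fluc cells (1000/well, 5% FBS OPTI-MEM); incubate overnight at 37 deg C; add 23 nL compound; incubate 24 hr; add Steady-Glo; hold 30 min RT; read luminescence.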
HepG2 tox – HepG2 cytotoxicity, counter-screen for TGF-b inhibitors; HepG2 CAGA-GFP viability, ATP luminescence, 18 h; 0.76% of 410,000 active; Potency, µM (titrated, usually from 46.1 µM), inactives show at the top dose activity change, negative = cytotoxicity, most hits filed as cytotoxic; also: potency is read from the fitted curve at half-maximal effect; some results filed as inactive show a strong effect at the top dose
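HepG2 CAGA-GFP cells (1000/well, DMEM with 1% FBS) received compound, then TGF-beta at 500 pg/mL final, and were incubated 18 hours at 37 degrees C. Viability was read by CellTiter-Glo luminescence. Media-only wells were set as complete cell-killing and DMSO as no toxicity.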
EPAC2 agonist – EPAC2 (human) agonism. EPAC2 activation, biochemical qHTS; response scale: 100% = 6.5 mM cAMP response. Potency, µM (titrated, usually from 154 µM), for the others: at the highest dose activation, most hits filed as activators. 0.079% of 360,000 active. AID 720711; also: potency is read from the fitted curve at half-maximal effect; nearly all actives have a fitted effect of over 50% in size
Target sequence (Q8WZA2 whole entry, looked up): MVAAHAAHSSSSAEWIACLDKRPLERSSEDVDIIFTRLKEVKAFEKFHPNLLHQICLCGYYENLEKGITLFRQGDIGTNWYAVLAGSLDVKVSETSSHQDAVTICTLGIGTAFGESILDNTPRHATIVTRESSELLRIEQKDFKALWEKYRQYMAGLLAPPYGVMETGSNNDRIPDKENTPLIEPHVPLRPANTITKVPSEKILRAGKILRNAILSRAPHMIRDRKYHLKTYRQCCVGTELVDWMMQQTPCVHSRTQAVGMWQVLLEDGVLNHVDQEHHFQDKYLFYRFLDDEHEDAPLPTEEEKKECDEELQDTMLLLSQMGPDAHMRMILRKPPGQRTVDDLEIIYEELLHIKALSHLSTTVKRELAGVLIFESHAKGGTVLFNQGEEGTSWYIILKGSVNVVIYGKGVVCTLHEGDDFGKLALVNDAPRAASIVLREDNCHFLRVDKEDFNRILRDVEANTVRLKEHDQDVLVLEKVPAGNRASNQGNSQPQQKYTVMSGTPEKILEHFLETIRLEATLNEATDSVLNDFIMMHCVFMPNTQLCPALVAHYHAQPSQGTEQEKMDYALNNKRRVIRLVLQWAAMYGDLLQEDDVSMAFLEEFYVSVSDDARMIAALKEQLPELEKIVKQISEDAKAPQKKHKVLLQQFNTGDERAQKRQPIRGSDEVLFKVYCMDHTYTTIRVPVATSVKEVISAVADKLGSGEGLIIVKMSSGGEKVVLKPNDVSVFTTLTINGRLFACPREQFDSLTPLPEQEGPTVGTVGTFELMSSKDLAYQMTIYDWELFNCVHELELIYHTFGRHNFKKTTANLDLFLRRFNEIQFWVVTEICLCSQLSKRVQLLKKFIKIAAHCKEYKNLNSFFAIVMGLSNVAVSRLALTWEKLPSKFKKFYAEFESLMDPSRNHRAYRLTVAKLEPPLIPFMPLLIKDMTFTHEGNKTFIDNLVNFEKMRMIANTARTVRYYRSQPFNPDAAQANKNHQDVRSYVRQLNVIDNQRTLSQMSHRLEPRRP
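Exchange assay: 100 nM EPAC2 with 250 nM Rap1B-BODIPY-GDP and 50 uM GDP. Fluorescence (ex 480/em 540 nm) read every 5 min for 30 min at room temperature. Data normalized to 6.5 mM cAMP as agonist control.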
Active calls of the source: *; i = inactive; ? = inconclusive; · = no result given; [ ] = dose if it differs, or a comment. Unless noted, calls follow the shape of the dose curve; as a rule, active = well fitted curve in the direction sought with a large enough effect; inconclusive = small, poorly fitted or top-dose-only effect, or another doubt; inactive = no such curve, though single readings can be large; an effect the other way counts as inactive or inconclusive.

SMILES	Nrf2 inh	IL2 activator	S2 tox	A549 tox	ATXN2 expr inh	TGFb inhibitor	Nrf2 activator	HepG2 tox	EPAC2 agonist
COc1cc2c(=O)n(CCCN3CCOCC3)c(=S)[nH]c2c(OC)c1OC	2%	-2.5	i	-1%	-7%	-5%	-0.5%	-19%	5%
CN(C1CCCCC1)S(=O)(=O)c1cccc(C(=O)OCC(=O)NC2CCCc3ccccc32)c1 (configuration not stated)	-2%	-0.4	i	2%	1%	-3%	0.3%	-2%	10%
CCC(Oc1ccccc1F)C(=O)Nc1ccc2c(c1)n(C)c(=O)n2C (configuration not stated)	-19%	-0.1	i	8%	-1%	-14%	4.9%	-4%	15%
CCCN1CCN(CCNC(=O)Nc2ccc(OC)cc2OC)CC1	17%	·	?	6%	-5%	?	-1.4%	8%	·
O=C(O)c1sc(C(=O)O)c(-c2ccccc2)c1-c1ccccc1	·	-2.4	i	·	·	0%	-1.6%	-43%	10%
CCc1cccc(C)c1NC(=O)Cn1ccn(-c2cccc(OC)c2)c(=O)c1=O	-5%	·	·	6%	·	-5%	0.4%	2%	·
COc1cccc(C(=O)NCC(c2ccc(N(C)C)cc2)N2CCc3ccccc32)c1OC (configuration not stated)	·	·	·	0%	·	?	-0.2%	-28%	·
CCP(=O)(CC)C(C)(C)CP(=O)(c1ccccc1)c1ccccc1	8%	-1.0	i	1%	4%	5%	-0.2%	-50%	5%
Cn1c(=O)n(C/C=C/c2ccccc2)c(=O)c2c1nc1n2CCN1c1ccc(F)cc1	22%	·	·	3%	·	2%	0.4%	3%	·
Cc1ccccc1C(=O)c1c[nH]c(C(N)=O)c1	·	-0.9	i	4%	8%	-1%	1.6%	-14%	-2%
CCOC(=O)c1cc(-c2ccccc2)n(CC(=O)NCc2ccccc2)c1C	·	·	·	-3%	·	?	-0.1%	-42%	·
COc1cc(NC(C)=O)c2ncccc2c1[N+](=O)[O-]	-30%	0.4	i	3%	-1%	-2%	0.9%	-24%	-5%
CC(CCOS(N)(=O)=O)c1ccccc1 (configuration not stated)	4%	0.1	i	-2%	-14%	-4%	0.4%	7%	4%
Cc1ccc(C(=O)CN(CCCC(N)=O)S(=O)(=O)c2ccc([N+](=O)[O-])cc2)cc1	7%	0.3	i	2%	7%	1%	-0.7%	0%	-1%
COC(=O)CSc1ccc(S(=O)(=O)N2CCOCC2)cc1[N+](=O)[O-]	6%	1.3	i	-3%	-6%	-1%	-0.1%	2%	-1%
CN(c1ccc(O)cc1)c1nc(O)c(C2=c3ccccc3=NC2=O)s1	-3%	0.8	28µM*	?	·	?	5.2%	-24%	2%
COC(=O)c1ccc(NC(=O)CSc2n[nH]c(-c3ccccc3)n2)cc1	·	·	·	-5%	·	-27%	3.6%	-4%	·
O=C(COC(=O)C1COc2ccccc2O1)NC(=O)NC1CCCCC1 (configuration not stated)	9%	1.2	i	1%	0%	5%	-0.8%	-2%	-10%
CC1CCCCC1NC(=O)CN1C(=O)CSc2cc(S(=O)(=O)N3CCCCCC3)ccc21 (configuration not stated)	-2%	-1.1	i	3%	1%	12%	3.6%	-10%	-7%
Cc1ccc(OCc2cc(C(=O)N(C)C3CCCc4ccccc43)no2)cc1C (configuration not stated)	·	-3.5	i	·	·	?	10%	-40%	8%
O=C1C(=O)N(C2CCN(C(=O)c3ccc(Cl)cc3)CC2)CCN1Cc1ccc(F)cc1	1%	·	i	18%	0%	-15%	-0.4%	11%	·
O=C(O)c1ccc(CNC(=O)c2ccc(S(=O)(=O)N3CCCC3)cc2)cc1	·	1.8	i	·	·	-13%	-0.7%	4%	2%
CC(Sc1nnc(-c2ccccc2)c(-c2ccccc2)n1)C(=O)NCC1CCCO1 (configuration not stated)	-15%	-0.9	i	4%	-20%	0%	1.6%	-19%	9%
COCCNC(=O)C1CC2Cn3c(nc4ccccc43)C2N1C (configuration not stated)	4%	-0.4	i	-2%	12%	1%	-0.3%	-5%	13%
CCn1c2c(c3cc(OCC(C)C)ccc31)CCCC2=O	-28%	-1.4	i	2%	?	-15%	0.5%	-20%	6%

Three compounds from above, sorted by the value under IL2 activator, ascending.
SMILES	IL2 activator	TGFb inhibitor
O=C(O)c1sc(C(=O)O)c(-c2ccccc2)c1-c1ccccc1	-2.4	0%
CC1CCCCC1NC(=O)CN1C(=O)CSc2cc(S(=O)(=O)N3CCCCCC3)ccc21 (configuration not stated)	-1.1	12%
Cc1ccc(C(=O)CN(CCCC(N)=O)S(=O)(=O)c2ccc([N+](=O)[O-])cc2)cc1	0.3	1%

Continued.
SMILES	Nrf2 inh	IL2 activator	S2 tox	A549 tox	ATXN2 expr inh	TGFb inhibitor	Nrf2 activator	HepG2 tox	EPAC2 agonist
O=C(COC(=O)c1ccccc1NC(=O)c1ccccc1)c1cccc([N+](=O)[O-])c1	1%	-2.3	i	-1%	4%	0%	-0.1%	-1%	5%
CCOC(=O)c1[nH]c2ccc(OC)cc2c1NS(=O)(=O)c1ccc(OC)cc1OC	-17%	-2.8	?	-2%	-7%	-12%	0.0%	3%	-5%
Cc1nc2nc(C)c(NS(=O)(=O)c3ccc4c(c3)CCCC4)c(=O)n2[nH]1	4%	0.1	i	2%	-5%	-8%	-0.1%	-23%	3%
O=C(CN(CCN1CCOCC1)C(=O)Cn1nnc(-c2ccc(F)cc2)n1)NC1CCCCC1	·	0.3	i	9%	4%	3%	0.3%	-4%	-4%
O=C(NNC(=O)C1CC1)c1cc2cc3ccccc3nc2s1	-13%	-3.2	i	-3%	·	-21%	3.6%	-8%	0%
CC[C@]12c3[nH]c4cc(CCC(=O)N(C)C)ccc4c3CCN1C(=O)[C@@H](CC(=O)NCc1ccc(OC)c(OC)c1)C[C@@H]2C(=O)N1CCN(C(=O)c2ccco2)CC1	-1%	0.4	i	8%	5%	-1%	-0.7%	11%	4%
COC(=O)c1sc(N2C(=O)C(O)=C(C(=O)c3ccc(C)o3)C2c2ccc([N+](=O)[O-])cc2)nc1C (configuration not stated)	?	0.0	i	?	3%	-19%	-0.7%	-12%	-6%
C/C(CC(=O)Nc1ccc(Cl)cc1Cl)=N\NC(=O)C(=O)N1CCCC1	?	1.5	i	-1%	-14%	10%	0.1%	4%	-1%
COc1ccc(CN(C)C(=O)COC(=O)c2c(C)nn(-c3ccc(F)cc3)c2Cl)cc1	?	-0.6	i	-2%	·	-24%	4.2%	-8%	20%
Fc1ccc2c(c1)C(c1ccncc1)=NNC(c1ccc(Cl)cc1)=N2	-30%	-3.7	i	-15%	-20%	?	0.2%	-24%	2%
Cc1cc(NC(=O)CCN2CCN(C/C=C/c3ccccc3)CC2)ccc1Br	-7%	-1.1	i	-17%	-22%	?	6.0%	-94%	15%
CN(C(=O)c1ccc(NC(=O)Cc2ccc([N+](=O)[O-])cc2)cc1)C1CC1	-4%	0.5	i	-2%	12%	0%	-0.1%	-2%	3%
COC(=O)c1sccc1NC(=O)Nc1cccc(F)c1	7%	-0.8	i	1%	1%	-4%	?	-4%	17%
C=CC[C@@H](CC(=O)N(CCO)Cc1ccccc1)C(=O)N[C@@H](COC(=O)[C@@H](CC=C)Cc1ccc(F)cc1)Cc1c[nH]c2ccccc12	?	-0.4	?	?	-9%	?	-4.5%	-18%	0%
CCC[C@H]1CN(c2ccc(OC)cc2)C(=O)[C@@H]1CC(=O)Nc1ccccc1	·	0.3	?	·	3%	-3%	-0.1%	-4%	1%
O=C(NCCc1ccccc1)c1ccc(CS(=O)(=O)Cc2ccccc2Cl)o1	·	·	·	-2%	·	-4%	4.9%	-4%	·
CN1OC[C@@H]2CN(C(=O)CCc3ccccc3)[C@H](c3ccc(N4CCCCC4)cc3)C[C@@H]21	·	0.6	i	·	-1%	-26%	0.1%	-32%	3%
COc1ccc(N(CC(=O)N/N=C/c2ccc(F)cc2)S(=O)(=O)c2ccccc2)cc1	12%	-1.8	i	1%	1%	20%	0.4%	0%	-3%
COc1cc2c(cc1OC)C(C(=O)Nc1cc(OC)c(OC)c(OC)c1)C(c1cccnc1)N(C)C2=O (configuration not stated)	-1%	-0.8	i	-5%	0%	6%	0.6%	-7%	8%
O=C(COC(=O)CCc1ccccc1)NC1CCS(=O)(=O)C1 (configuration not stated)	?	0.9	i	-1%	-4%	-17%	-0.3%	14%	18%
Cc1nc(=O)cc(-c2ccccc2)n1-c1ccccc1	11%	0.1	i	0%	1%	2%	0.3%	7%	9%
Cc1sc2ncnc(OCC(=O)N3CCN(S(=O)(=O)c4ccc(Cl)cc4)CC3)c2c1C	-23%	1.3	i	6%	-24%	-3%	-0.3%	-23%	1%
COc1ccc(CN2C(=O)C(CC(=O)NCCCN(C)C)CC(C(=O)N(C(C)C)C(C)C)=C2C)cc1 (configuration not stated)	·	-1.2	i	·	13%	0%	0.1%	-25%	1%
CCCC(=O)Nc1nnc(SCc2cc(=O)c3cc(C)ccc3[nH]2)s1	·	·	i	16%	-3%	-12%	-1.4%	8%	·
Cc1cc2oc(=O)c(CC(=O)O)c(C)c2c2occ(-c3ccccc3)c12	?	·	i	11%	43%[activator]	25%	4.0%	-4%	·
CCCCCOc1ccc(CSCCNC(=S)Nc2ccccc2)cc1	-3%	-0.2	i	2%	-5%	-11%	0.0%	-9%	4%
Cc1cccnc1NC(=O)c1ccc(Br)o1	-4%	0.7	i	-6%	16%	5%	2.6%	7%	3%
O=C(/C=C/c1ccco1)NC(=S)Nc1ccc(N2CCCC2)cc1	-20%	-3.8	i	-7%	-27%	?	9.8%	-22%	7%

Filtered by structure, the entries above with bromine.
SMILES	Nrf2 inh	IL2 activator	S2 tox	A549 tox	ATXN2 expr inh	TGFb inhibitor	Nrf2 activator	HepG2 tox	EPAC2 agonist
Cc1cc(NC(=O)CCN2CCN(C/C=C/c3ccccc3)CC2)ccc1Br	-7%	-1.1	i	-17%	-22%	?	6.0%	-94%	15%
Cc1cccnc1NC(=O)c1ccc(Br)o1	-4%	0.7	i	-6%	16%	5%	2.6%	7%	3%
